# TrxR1 substrate: qHTS Assay for Substrates of Mammalian Selenoprotein Thioredoxin Reductase 1 (TrxR1): qHTS. Thioredoxin reductase 1, cytoplasmic (Rattus norvegicus), O89049. purified TrxR1 substrate turnover, NADPH consumption readout. Potency, µM (highest dose often 114 µM), for the others: top-dose activity change, negative = substrate turnover. 390,000 tested, 0.01% active. AID 588456, 2011; note: potency is the fitted concentration of half-maximal effect; % is set by controls: 0 for no effect and ±100 for the full control effect; nearly all actives have a fitted effect of over 50% in size
#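 Rat TrxR1, dispensed at 90 nM, was prereduced with 400 uM NADPH (final) for 5 min at ~22 deg C, then incubated with compound 15 min before 400 uM selenite. A first-read NADPH fluorescence drop versus no-compound background flagged substrates.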
# Vif-APOBEC3F blk: qHTS for Inhibitors of Vif-A3F Interactions: qHTS; HeLa A3F-eYFP + Vif (tagged APOBEC3F with the HIV-1 protein that degrades it), YFP fluorescence increase; 390,000 tested, 0.2% active; Potency, µM (titrated, usually from 46.1 µM), for inactives: top-dose activity, negative = active; note: potency is the fitted concentration of half-maximal effect; % of control where 0% means no effect; nearly all actives have a fitted effect of over 65% in size
#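 HeLa cells stably expressing Vif plus C-terminally eYFP-tagged A3F were seeded, incubated overnight at 37 deg C, dosed with compound, incubated overnight again at 37 deg C. Yellow fluorescence (Ex 488/Em 500-530) reported blocked Vif-mediated A3F-eYFP degradation.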
# Glioma ERSR ind: qHTS for Inducers of the Endoplasmic Reticulum Stress Response (ERSR) in Human Glioma: qHTS | 420,000 tested, 0.02% active | U87-MG GRP78 promoter luciferase reporter, 16 h | Potency, µM, for the others: top-dose activation, usual class: activators | AID 602332, 2012; note: potency is the fitted concentration of half-maximal effect; series mostly up to about 76 µM; % of control where 0% means no effect; nearly all actives have a fitted effect of over 35% in size
#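 Stably transfected U87-MG human glioma cells carrying a GRP78-based luminescent sensor were seeded at 1000 cells/well, pin-dosed with compounds and incubated 16 h. Luciferase reagent was then added, and end-point luminescence was read after 10 min at room temperature.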
# IDH1 R132H inh: qHTS for Inhibitors of mutant isocitrate dehydrogenase 1 (IDH1): qHTS | Potency, µM (doses to about 76.6 µM), for the others: top-dose activity change, negative = inhibition, usual class: inhibitors | AID 602179, 2012 | 390,000 tested, 0.093% active | IDH1-R132H enzyme, NADPH consumption, diaphorase/resazurin fluorescence; note: potency is the fitted concentration of half-maximal effect; % is set by controls: 0 for no effect and ±100 for the full control effect; nearly all actives have a fitted effect of over 65% in size
# Target sequence (O75874 whole entry R132H, stated change not applied): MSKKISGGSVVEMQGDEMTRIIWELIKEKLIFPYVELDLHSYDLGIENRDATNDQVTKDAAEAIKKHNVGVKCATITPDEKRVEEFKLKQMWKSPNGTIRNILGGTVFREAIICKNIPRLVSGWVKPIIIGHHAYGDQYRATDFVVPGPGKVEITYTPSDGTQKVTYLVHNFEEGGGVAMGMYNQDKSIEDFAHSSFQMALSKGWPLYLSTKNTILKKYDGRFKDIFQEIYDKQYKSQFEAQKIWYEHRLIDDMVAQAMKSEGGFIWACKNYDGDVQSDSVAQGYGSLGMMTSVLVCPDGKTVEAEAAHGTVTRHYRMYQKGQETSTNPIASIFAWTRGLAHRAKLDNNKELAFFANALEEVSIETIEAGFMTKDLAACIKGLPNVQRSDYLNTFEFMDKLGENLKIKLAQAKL
#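 IDH1-R132H (0.5 ug/mL dispensed) in pH 7.5 Tris buffer was preincubated 30 min with compound, then given a substrate mix of 0.016 mM NADPH and 2 mM alpha-KG for 80 min at room temperature; remaining NADPH was read by diaphorase/resazurin fluorescence.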
# PI4K2A inh: qHTS for small molecular inhibitors of PI4K2A. AID 1346378, 2018. activity change, negative = inhibition, % at 76.9 µM. 420,000 tested, 0.13% active. Phosphatidylinositol 4-kinase type 2-alpha (Homo sapiens), Q9BTU6. purified PI4K2A, ADP-Glo luminescence, 1 h; stronger effect = lower value; in the data active = activity change below about -50%; inconclusive = mostly about -30% to -49%;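 note: -100% = wells without enzyme as full effect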
# Target sequence (Q9BTU6 whole entry, looked up): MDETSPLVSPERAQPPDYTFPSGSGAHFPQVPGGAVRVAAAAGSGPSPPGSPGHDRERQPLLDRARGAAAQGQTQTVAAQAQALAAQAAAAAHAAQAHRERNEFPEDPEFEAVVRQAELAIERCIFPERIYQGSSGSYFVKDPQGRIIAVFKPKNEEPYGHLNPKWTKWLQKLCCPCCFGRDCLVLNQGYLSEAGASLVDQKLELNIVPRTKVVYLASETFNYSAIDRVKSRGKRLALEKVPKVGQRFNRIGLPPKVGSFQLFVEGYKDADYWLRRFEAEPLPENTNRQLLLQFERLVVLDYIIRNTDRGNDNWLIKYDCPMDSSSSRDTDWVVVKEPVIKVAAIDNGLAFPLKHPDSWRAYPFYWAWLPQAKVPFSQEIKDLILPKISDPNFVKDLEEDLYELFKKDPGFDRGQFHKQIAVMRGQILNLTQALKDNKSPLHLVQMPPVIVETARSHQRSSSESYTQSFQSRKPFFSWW
#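 Compounds are screened against recombinant PI4K2A using PI as substrate and ATP, the latter dispensed at 300 microM. Reactions run one hour at ambient temperature before ADP-Glo detection; full inhibition defined by wells lacking enzyme.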
# USP1 inh: Inhibitors of USP1/UAF1: Primary Screen; Potency, µM (series often up to 57.1 µM), for the others: at the highest dose activity change, negative = inhibition, hits mostly inhibitors; AID 743255, 2014; recombinant USP1/UAF1, Ub-Rhodamine cleavage fluorescence; 390,000 tested, 0.23% active; Ubiquitin carboxyl-terminal hydrolase 1 (Homo sapiens), O94782; note: potency is the fitted concentration of half-maximal effect; % is set by controls: 0 for no effect and ±100 for the full control effect; nearly all actives have a fitted effect of over 60% in size; inactives centre near -12
#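 1 nM enzyme complex + cpd, 15 min RT; start with Ub-Rho 150nM final; kinetic fluorescence ex 480/em 540, 6 reads q60 s. Buffer 50mM HEPES pH 7.8, 0.5mM EDTA, 0.1 mg/ml BSA, 1mM TCEP, 0.01% Tween-20.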
# RXFP1 ag: qHTS Assay for Agonists of the Relaxin Receptor RXFP1; Relaxin receptor 1 (Homo sapiens), Q9HBX9; HEK293T-RXFP1 cAMP TR-FRET, 30 min; response scale: percent of porcine relaxin response, buffer zero; Potency, µM (series often up to 57.5 µM), for inactives: at the top dose activation, hits mostly activators; 370,000 tested, 0.3% active; AID 2676, 2010; note: potency is the fitted concentration of half-maximal effect; % is set by controls: 0 for no effect and ±100 for the full control effect; nearly all actives have a fitted effect of over 60% in size; many of its hits are not listed in these tables
#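 HEK293T cells stably expressing RXFP1 were pretreated with the PDE4 inhibitor Ro 20174, exposed to compounds for 30 min at 37C, lysed, and cAMP was read by TR-FRET. Data normalized to buffer (basal) and 29 nM porcine relaxin (100%).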
# Vif-A3G inh: qHTS for Inhibitors of Vif-A3G Interactions: qHTS; 410,000 tested, 0.076% active; HeLa A3G-eYFP + Vif (tagged APOBEC3G with the HIV-1 protein that degrades it), YFP fluorescence, overnight; DNA dC->dU-editing enzyme APOBEC-3G (Homo sapiens), Q9HC16; Potency, µM (highest dose often 46.1 µM), without a hit: top-dose activity, negative = active, hits mostly inhibitors;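 note: potency is the fitted concentration of half-maximal effect; % is set by controls: 0 for no effect and ±100 for the full control effect; nearly all actives have a fitted effect of over 60% in size; hits raise eYFP signal because A3G escapes Vif-driven loss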
#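 HeLa cells stably expressing Vif and C-terminally eYFP-tagged A3G, seeded overnight at 37 deg C, then exposed to compound by pintool overnight at 37 deg C. Rise in yellow fluorescence (Ex 488/Em 500-530, Acumen) marks blocked Vif-driven A3G degradation.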
# LDHA inh: qHTS assay for inhibitors of human lactate dehydrogenase; L-lactate dehydrogenase A chain (Homo sapiens), P00338; purified LDHA, NADH/diaphorase-resazurin fluorescence; stronger effect = lower value; activity change, % (values are at about 110 or 230 µM); 480,000 tested, 0.15% active; AID 1347041, 2019; in the data active = activity change below about -30%; inconclusive = mostly about -25% to -30%;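 note: plate controls were DMSO wells for no effect and wells without enzyme for full effect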
#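 Resorufin fluorescence (ex540/em590), read at 0 and 20 min after diaphorase/resazurin addition, reports the NADH left after a 5 min room-temperature reaction of 2 nM human LDH5 with 0.06 mM NADH and 0.2 mM pyruvate.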
# Numbers without * were called inactive; ? = inconclusive; · = no result given; [ ] = another dose, or the depositor's remark. Unless noted, calls come from the whole dose curve; as a rule, active = well fitted curve in the direction sought with a large enough effect; inconclusive = small, poorly fitted or top-dose-only effect, or another doubt; inactive = no such curve, though single readings can be large; an effect the other way counts as inactive or inconclusive.
# The first three compounds, to show the layout:
cpd	SMILES	TrxR1 substrate	Vif-APOBEC3F blk	Glioma ERSR ind	IDH1 R132H inh	PI4K2A inh	USP1 inh	RXFP1 ag	Vif-A3G inh	LDHA inh
1	O=C1CN(C(=O)CNCc2ccccc2)c2ccccc2N1	11%	-23%	-1%	7%	-8	-3%	-1.2%	5%	-21
2	CCOC(=O)C1=C(C)NC(SCC(N)=O)=C(C#N)C1c1ccccc1 (centres undefined)	6%	1%	-4%	1%	8	-5%	2.2%	-17%	-8
3	O=C(CSc1nnc(-c2cccnc2)s1)Nc1ccc(C(=O)O)cc1	-7%	0%	-3%	8%	-9	3%	-1.0%	1%	-3

# This part in full, repeating the preview:
cpd	SMILES	TrxR1 substrate	Vif-APOBEC3F blk	Glioma ERSR ind	IDH1 R132H inh	PI4K2A inh	USP1 inh	RXFP1 ag	Vif-A3G inh	LDHA inh
1	O=C1CN(C(=O)CNCc2ccccc2)c2ccccc2N1	11%	-23%	-1%	7%	-8	-3%	-1.2%	5%	-21
2	CCOC(=O)C1=C(C)NC(SCC(N)=O)=C(C#N)C1c1ccccc1 (centres undefined)	6%	1%	-4%	1%	8	-5%	2.2%	-17%	-8
3	O=C(CSc1nnc(-c2cccnc2)s1)Nc1ccc(C(=O)O)cc1	-7%	0%	-3%	8%	-9	3%	-1.0%	1%	-3
4	Cc1c(Cl)cccc1-n1ncc(C(=O)N2CCOCC2)c1C1CCN(C(=O)OC(C)(C)C)CC1	8%	4%	-3%	-5%	-1	-16%	-2.8%	1%	-5
5	CSCC[C@@H](CO)NC(=O)[C@H]1O[C@@H](n2ccc(=O)[nH]c2=O)[C@H](O)[C@@H]1O	·	·	-5%	·	-5	·	·	-5%	-2
6	O=C(NNC(=O)c1c(F)cccc1F)c1ccccc1OC(F)(F)F	8%[57.1 µM]	11%	-4%	3%	-3	-2%	1.0%	3%	-10
7	CCN(CC)c1ccc(C(=O)OCC(=O)Nc2cccc(S(=O)(=O)NC3=NCCCCC3)c2)cc1	11%	-5%	-1%	-3%	4	-7%	0.7%	-1%	-4
8	O=C(N=C1N=C2C=CC=CN2Cc2ccccc21)c1ccc(S(=O)(=O)N2CCCC2)cc1	-7%	-21%	2%	-3%	-12	-1%	3.1%	2%	-7
9	O=C(/C=C/c1cccc([N+](=O)[O-])c1)c1ccco1	-4%	1%	20%	-8%	10	-7%	0.8%	?	-1
10	Cc1ccc(C2(C)NC(=O)N(CC(=O)Nc3ccc4c(c3)OCO4)C2=O)cc1 (centres undefined)	10%[57.1 µM]	-3%	-5%	-1%	3	-7%	0.4%	-22%	-5
11	CC1(C)CC[C@]2(C(=O)O)CC[C@]3(CO)C(=CCC4[C@@]5(C)C[C@H](O)[C@H](O)[C@@](C)(C(=O)O)C5CC[C@]43C)[C@@H]2C1 (some centres undefined)	-5%	0%	-1%	0%[38.3 µM]	-7	-6%	·	0%	4
12	CCOC(=O)CN1C(=O)N[C@@H](c2ccc(Br)cc2)C(C(=O)OC)=C1C	0%	0%	-4%	-1%	2	-17%	0.0%	-3%	-6
13	Cc1oc(-c2ccc(Cl)cc2)nc1CS(=O)CC(=O)NC1CC1 (centres undefined)	-4%	10%	-3%	3%	-2	-4%	-2.5%	0%	-7
14	COc1cc(/C=N/NC(=O)C[n+]2ccccc2)cc(OC)c1OC(C)=O	8%[11.4 µM]	-1%	-1%	2%	2	?	0.9%	-1%	0
15	COC(C(=O)N1CCC(CCC(=O)Nc2ccccc2)CC1)c1ccccc1 (centres undefined)	-11%	-15%	-1%	0%	-2	-5%	-3.2%	0%	-7
16	COc1ccc(OCC(=O)Nc2ccccc2Cl)cc1	-5%[57.1 µM]	5%	6%	0%	6	-9%	-1.0%	0%	-6
17	Cc1nc(Oc2ccccc2)c2ccccc2n1	19%[57.1 µM]	-2%	-1%	0%	1	-19%	2.3%	-14%	-5
18	CC(=O)OC[C@@H]1CN(Cc2ccccc2)C[C@H](n2cnc3c(NCc4ccc(F)cc4)ncnc32)O1	·	·	-1%	·	2	·	·	-3%	-1
19	COc1ccc(OCc2cc(C(=O)N3CCCCCC3)no2)c(Cl)c1	-10%	0%	3%	6%	0	-10%	-1.3%	-14%	-7
20	Cc1ccc(CN(c2ccc(C(=O)Nc3ccc4c(c3)OCO4)cc2)S(C)(=O)=O)cc1	-1%	-16%	4%	5%	6	-10%	-1.1%	0%	4

cpd	SMILES	TrxR1 substrate	Vif-APOBEC3F blk	Glioma ERSR ind	IDH1 R132H inh	PI4K2A inh	USP1 inh	RXFP1 ag	Vif-A3G inh	LDHA inh
21	Cc1nn(S(=O)(=O)c2ccc(F)cc2)c(C)c1S(=O)(=O)N1CCOCC1	4%	-15%	0%	-5%	2	-21%	-1.2%	1%	-3
22	COC(=O)Nc1sc2nc(C)cc(C)c2c1-n1cccc1	-5%	-6%	-3%	14%	2	-21%	0.8%	-1%	1
23	Cc1noc(C)c1CNCc1ccccc1	10%	2%	-1%	-10%	4	-25%	1.5%	-2%	-12
24	COC(=O)CSc1ccc(S(=O)(=O)N2CCCCCC2)cc1[N+](=O)[O-]	-1%	5%	10%	0%	3	-8%	-1.7%	0%	-2
25	CS(=O)c1ccccc1-c1nc(-c2ccc(Cl)cc2)no1 (centres undefined)	6%[57.1 µM]	5%	6%	2%	3	-22%	3.4%	-5%	-2
26	CCOC(=O)c1csc(NC(=O)c2ccc(S(=O)(=O)N3CCCC3)cc2)n1	5%	0%	-1%	2%	-2	-6%	-0.3%	2%	-9
27	COc1cccc(C(=O)Nc2cccc3ccccc23)c1OC	5%	-34%	4%	-2%	-1	-28%	-0.1%	-9%	2
28	CC(=O)Nc1ccc(-c2csc(NC(=O)CCNC(=O)c3ccco3)n2)cc1	-2%	5%	-1%	-5%	-2	1%	·	-13%	-6
29	CC1CCN(S(=O)(=O)c2ccc3ncn(CC(=O)Nc4ccccc4C(F)(F)F)c(=O)c3c2)CC1	-3%	-9%	8%	-12%	-4	-8%	5.8%	-5%	3
30	COc1ccc(C2CC(=O)N(c3ccccc3)C3=C2C(=O)CCC3)cc1 (centres undefined)	14%[57.1 µM]	17%	-3%	1%	1	-9%	-1.8%	2%	-3
31	CSc1nc2ccccc2n1CC(=O)Nc1c(C)n(C)n(-c2ccccc2)c1=O	-2%	1%	-2%	1%	-1	5%	3.8%	-1%	1
32	O=C(c1ccc2c(=O)n3c(nc2c1)CCCCC3)N1CCN(c2cccc(Cl)c2)CC1	-10%[57.1 µM]	1%	-2%	13%	3	-12%	-0.2%	1%	2
33	CC(=O)Oc1ccc(C(=O)COC(=O)CNC(=O)COc2ccccc2C)cc1	-4%	·	-6%	·	·	·	·	-3%	3
34	COc1cc(C2C(C#N)=C(C)NC3=C2C(=O)CC(C)(C)C3)ccc1OCCO (centres undefined)	-7%	·	3%	1%	9	-14%	2.9%	1%	-8
35	O=C(N/N=C/c1ccc2c(c1)OCO2)c1ccc(NC(=O)c2ccccc2Cl)cc1	-13%	-6%	-1%	11%	0	-3%	0.8%	0%	-10
36	S=C(Nc1cccc(Cl)c1)NC1CCCCC1	-3%	-2%	-4%	8%	-8	-24%	1.2%	1%	-4
37	Cc1ccccc1NC(=O)COC(=O)Cc1cccc(C(F)(F)F)c1	-4%	3%	-1%	5%	0	-11%	1.8%	-1%	-4
38	O=C(c1ccc(-c2ccccc2)cc1)N1CCN(Cc2ccccn2)CC1	-2%	-5%	6%	-1%	3	-15%	-0.2%	0%	-5
39	CCOC(=O)C1=C(CN2CCCCCC2)NC(=O)NC1c1cccc([N+](=O)[O-])c1 (centres undefined)	-15%[57.1 µM]	3%	-3%	5%	-2	-16%	5.0%	-10%	5
40	C[C@]12CCC3C(CC[C@H]4CC(O)CC[C@]34C)C1CC/C2=N/NC(=O)c1ccncc1 (some centres undefined)	-1%	-11%	1%	-12%	6	-14%	1.8%	-13%	-5

# 3 of the entries above in order of the USP1 inh value, falling:
nr | Molecule | USP1 inh
35 | O=C(N/N=C/c1ccc2c(c1)OCO2)c1ccc(NC(=O)c2ccccc2Cl)cc1 | -3%
40 | C[C@]12CCC3C(CC[C@H]4CC(O)CC[C@]34C)C1CC/C2=N/NC(=O)c1ccncc1 (some centres undefined) | -14%
22 | COC(=O)Nc1sc2nc(C)cc(C)c2c1-n1cccc1 | -21%

# Compound activity deposited in PubChem BioAssay by National Center for Advancing Translational Sciences (NCATS).

# A portion of the library, so the mix of outcomes need not match the whole.
